M4 PAM: potentiates acetylcholine response at human M4 receptor; P08173; CHO-K1 hM4/Gqi5, Fluo-8 calcium fluorescence, ACh EC20; 0% = ACh EC20, 100% = maximal ACh; activation, % at 3 µM; 360,000 compounds, 0.4% hits;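 active means activation above its plate's cutoff, the mean activation of sample wells plus 3 SD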; further: some results filed as inactive read as strong as hits
pCIP destab: p/CIP protein destabilization; Q05BA5; F442A p/CIP-EGFP cells, EGFP fluorescence, 16 h; decrease of EGFP signal, % at 10 µM; 290,000 compounds, 0.01% hits; AID 1984;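 active means EGFP signal decrease of at least 30% at 10 µM or well 3 SD below plate mean, unless failing retest; inactive means the rest, including hits failing retest or dose response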; further: some compounds called inactive have numbers as strong as hits; many of its hits are not listed in these tables
PHOSPHO1 block: PHOSPHO1 (human) inhibition | 290,000 compounds, 1.1% hits | inhibition, % at 13.3 µM | recombinant PHOSPHO1, absorbance phosphatase assay | Q8TCT1; in the data active means inhibition above about 60%
IDE inh: inhibitors of human insulin-degrading enzyme in cells; P14735; HEK cells, FAbetaB cleavage, fluorescence polarization; inhibition, % at 5.59 µM; 320,000 compounds, 0.41% hits; AID 434962;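 active means percent inhibition above the average of all tested compounds plus 3 SD, set per screening campaign, cut at about 16% in these data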;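 further: IDE supplied by intact live HEK cells; FP after avidin binding of uncleaved biotin substrate so inhibition keeps polarization high; 0% = DMSO wells and 100% = 60 µM reference IDE inhibitor Ii1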
CRFBP-R2 block: antagonists of CRF-binding protein/CRF-R2 receptor complex | inhibition, % at 11.8 µM | 350,000 compounds, 0.59% hits | AID 588475 | HEK293 CRF-R2/CRF-BP, CRF-induced calcium fluorescence;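 active means inhibition of the ligand-induced calcium signal above about 50% at the single tested concentration, limit read from the data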
GalR3 antagonist: human GalR3 antagonism; HEK293 GalR3-CNG cAMP membrane potential fluorescence; galR3 body fused to GalR1 C-terminus; 360,000 compounds, 0.44% hits; O60755; AID 651719; inhibition, % at 3 µM;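 active means inhibition above the screen-wide average plus 3 SD, cut at about 13% in these data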;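 further: forskolin and galanin both at EC90 stimulate the cells; cAMP rise reported by CNG channel membrane potential dye signal; 0% = forskolin plus galanin with DMSO and 100% = forskolin alone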
Target sequence (O60755 1-299 limits assumed): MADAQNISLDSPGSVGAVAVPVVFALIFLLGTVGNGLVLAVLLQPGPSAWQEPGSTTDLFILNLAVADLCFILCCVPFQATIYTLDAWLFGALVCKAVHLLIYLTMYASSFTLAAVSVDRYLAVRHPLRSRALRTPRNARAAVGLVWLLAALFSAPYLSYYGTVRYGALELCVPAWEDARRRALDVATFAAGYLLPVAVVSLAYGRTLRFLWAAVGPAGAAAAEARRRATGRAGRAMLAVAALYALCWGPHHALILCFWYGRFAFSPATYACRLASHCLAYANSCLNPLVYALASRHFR
CRFBP-R2 agonist: agonists of human CRF-binding protein/CRF-R2 receptor complex. HEK293 CRF-R2/CRF-BP, calcium dye fluorescence (FLIPR); percent of saturating CRF peptide response. activation, % at 13.2 µM. 350,000 compounds, 0.46% hits;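 active means activation of at least 50%, plus an integration ratio under a set limit after plate pattern correction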;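 further: plate controls were neutral control wells without compound for no effect and CRF at EC100 for full effect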
IDE act: boosts human insulin-degrading enzyme activity in HEK cells; P14735; FAbeta-B cleavage, fluorescence polarization; 0% vehicle, 100% cell-free pure enzyme wells; activation, % at 5.96 µM; 340,000 compounds, 0.073% hits; AID 493087;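 active means activation above the mean of all tested compounds plus 3 SD, set per screening campaign, cut at about 17% in these data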
MEKK3 PB1 HTS: raises or lowers MEK5 binding to the human MEKK3 PB1 domain | Q99759 | binding response (% of control), % at 10 µM | 290,000 compounds, 1.4% hits | AID 1529 | bead-based flow cytometry, Alexa488-MEK5 binding to MEKK3; actives lie on both sides; 0 = blocked by unlabeled MEK5, 100 = vehicle;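 active means binding response more than 3 SD above or below the average of its plate-row segment, actives on both sides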;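 further: Alexa488 bead fluorescence after subtracting the streptavidin-only scavenger bead signal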
Target sequence (Q99759 whole entry, looked up, the tested form may be a part): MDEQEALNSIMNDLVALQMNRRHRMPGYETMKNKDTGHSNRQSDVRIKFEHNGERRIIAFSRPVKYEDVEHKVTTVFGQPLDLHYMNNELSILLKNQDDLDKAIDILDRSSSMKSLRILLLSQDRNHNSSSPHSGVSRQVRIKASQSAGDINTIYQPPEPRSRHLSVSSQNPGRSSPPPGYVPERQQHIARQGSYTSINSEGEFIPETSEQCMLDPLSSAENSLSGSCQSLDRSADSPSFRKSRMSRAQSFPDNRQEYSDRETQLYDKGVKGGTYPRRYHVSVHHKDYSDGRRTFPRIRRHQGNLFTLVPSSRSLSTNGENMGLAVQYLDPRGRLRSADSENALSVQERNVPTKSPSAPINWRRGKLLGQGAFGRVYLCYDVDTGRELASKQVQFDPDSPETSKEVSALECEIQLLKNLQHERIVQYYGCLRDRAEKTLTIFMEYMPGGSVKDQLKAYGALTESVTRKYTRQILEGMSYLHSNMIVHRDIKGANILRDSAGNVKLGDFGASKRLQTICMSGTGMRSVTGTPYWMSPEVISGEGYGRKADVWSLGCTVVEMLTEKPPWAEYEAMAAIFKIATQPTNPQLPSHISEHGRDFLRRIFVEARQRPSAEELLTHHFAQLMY
* marks the source's active call; other numbers are inactive results. This is a random part of the collection; about 4.2% have a hit in one of these screens.

Screening COc1ccc(S(=O)(=O)N2CCOC2CNC(=O)C(=O)NCCCN2CCOCC2)cc1 (centres undefined) returned M4 PAM 0, pCIP destab -1, PHOSPHO1 block 34, IDE inh 0, CRFBP-R2 block -7, GalR3 antagonist -3, CRFBP-R2 agonist -0.1, IDE act 1 and MEKK3 PB1 HTS 100.
`CCOc1ccc(S(=O)(=O)N2CCN(c3ccccc3)CC2)c2cccnc12` gave M4 PAM 2, pCIP destab -16, PHOSPHO1 block 32, IDE inh 4, CRFBP-R2 block -11, GalR3 antagonist -4, CRFBP-R2 agonist 7.0, IDE act 3 and MEKK3 PB1 HTS 103.
For COc1ccc(OCC(=O)N2CCN(C(=O)c3ccc(F)cc3)CC2)cc1 the results were M4 PAM 14, pCIP destab -3, PHOSPHO1 block 28, IDE inh -2, CRFBP-R2 block 3, GalR3 antagonist 1, CRFBP-R2 agonist 0.0, IDE act 7 and MEKK3 PB1 HTS 97.
`Cc1ccc(SCC2=NNC(=O)C2)cc1` gave M4 PAM -1, pCIP destab -6, PHOSPHO1 block 18, IDE inh -2, CRFBP-R2 block -14, GalR3 antagonist -6, CRFBP-R2 agonist -1.7, IDE act -2 and MEKK3 PB1 HTS 109.
`O=C(C[n+]1cc(-c2ccccc2)n2c1CCC2)c1cccs1` gave M4 PAM -5, pCIP destab 8, PHOSPHO1 block -33, IDE inh 2, CRFBP-R2 block -8, GalR3 antagonist 0, CRFBP-R2 agonist 0.0, IDE act -2 and MEKK3 PB1 HTS 99.
CCN(C(=O)COC(=O)c1cc2c(s1)CCC(C)C2)c1c(N)n(Cc2ccccc2)c(=O)[nH]c1=O (centres undefined) was read as M4 PAM 8, CRFBP-R2 block -8, GalR3 antagonist -6, CRFBP-R2 agonist -1.3 and IDE act -2.
CN(CCO)c1cc(Sc2nc3ccccc3s2)c2nonc2c1[N+](=O)[O-] was read as M4 PAM -13, pCIP destab -23, PHOSPHO1 block -8, IDE inh 3, CRFBP-R2 block 23, GalR3 antagonist 28*, CRFBP-R2 agonist 0.3, IDE act -46 and MEKK3 PB1 HTS 98.
CC(=O)N1c2ccc(S(=O)(=O)N3CCC(C(=O)Nc4ccc(F)cc4)CC3)cc2CC1C (centres undefined) was read as M4 PAM -4, pCIP destab -22, PHOSPHO1 block 44, IDE inh 3, CRFBP-R2 block -7, GalR3 antagonist 4, CRFBP-R2 agonist -0.5, IDE act 0 and MEKK3 PB1 HTS 99.
COc1ccc(/C=N\n2nnc3ccccc32)cc1 was read as M4 PAM -12, pCIP destab -4, PHOSPHO1 block 1, IDE inh -2, CRFBP-R2 block -32, GalR3 antagonist -6, CRFBP-R2 agonist 5.1 and IDE act -5.
Screening O=C(COC(=O)C1(c2ccccc2F)CCCC1)NCc1ccc2c(c1)OCO2 returned M4 PAM -5, pCIP destab 3, PHOSPHO1 block 4, IDE inh -3, CRFBP-R2 block 9, GalR3 antagonist -5, CRFBP-R2 agonist 0.5, IDE act 4 and MEKK3 PB1 HTS 113.
For O=C(Cc1ccccc1)N1CCN(C(=O)c2ccc([N+](=O)[O-])cc2)CC1 the results were M4 PAM -3, pCIP destab -4, PHOSPHO1 block 10, IDE inh 1, CRFBP-R2 block 7, GalR3 antagonist -4, CRFBP-R2 agonist -0.9, IDE act 1 and MEKK3 PB1 HTS 93.
`CCOC(=O)c1c(C)[nH]c(N=Nc2ccccc2)c1C` gave M4 PAM -5, pCIP destab -3, PHOSPHO1 block -78, IDE inh 3, CRFBP-R2 block 0, GalR3 antagonist -1, CRFBP-R2 agonist 0.0, IDE act -1 and MEKK3 PB1 HTS 99.

Five entries drawn at random from the list so far:
Screening COc1ccc(S(=O)(=O)N2CCOC2CNC(=O)C(=O)NCCCN2CCOCC2)cc1 (centres undefined) returned M4 PAM 0, pCIP destab -1, PHOSPHO1 block 34, IDE inh 0, CRFBP-R2 block -7, GalR3 antagonist -3, CRFBP-R2 agonist -0.1, IDE act 1 and MEKK3 PB1 HTS 100.
For COc1ccc(OCC(=O)N2CCN(C(=O)c3ccc(F)cc3)CC2)cc1 the results were M4 PAM 14, pCIP destab -3, PHOSPHO1 block 28, IDE inh -2, CRFBP-R2 block 3, GalR3 antagonist 1, CRFBP-R2 agonist 0.0, IDE act 7 and MEKK3 PB1 HTS 97.
CC(=O)N1c2ccc(S(=O)(=O)N3CCC(C(=O)Nc4ccc(F)cc4)CC3)cc2CC1C (centres undefined) was read as M4 PAM -4, pCIP destab -22, PHOSPHO1 block 44, IDE inh 3, CRFBP-R2 block -7, GalR3 antagonist 4, CRFBP-R2 agonist -0.5, IDE act 0 and MEKK3 PB1 HTS 99.
CCN(C(=O)COC(=O)c1cc2c(s1)CCC(C)C2)c1c(N)n(Cc2ccccc2)c(=O)[nH]c1=O (centres undefined) was read as M4 PAM 8, CRFBP-R2 block -8, GalR3 antagonist -6, CRFBP-R2 agonist -1.3 and IDE act -2.
`O=C(C[n+]1cc(-c2ccccc2)n2c1CCC2)c1cccs1` gave M4 PAM -5, pCIP destab 8, PHOSPHO1 block -33, IDE inh 2, CRFBP-R2 block -8, GalR3 antagonist 0, CRFBP-R2 agonist 0.0, IDE act -2 and MEKK3 PB1 HTS 99.

(more compounds)
For Cc1cc(C)cc(NC(=O)N2c3ccccc3NC(=O)CC2C)c1 (centres undefined) the results were M4 PAM -10, pCIP destab -1, PHOSPHO1 block 1, IDE inh 3, CRFBP-R2 block 6, GalR3 antagonist -4, CRFBP-R2 agonist -1.4, IDE act 3 and MEKK3 PB1 HTS 79.
For Cc1ccc2sc(-c3ccc(NC(=O)/C=C\C(=O)O)cc3)nc2c1 the results were M4 PAM -1, pCIP destab 21, PHOSPHO1 block 6, CRFBP-R2 block 5, GalR3 antagonist -4, CRFBP-R2 agonist -0.7, IDE act -8 and MEKK3 PB1 HTS 109.
Screening CC1CCCCC1NC(=O)NC(=O)COC(=O)c1ccc(OC(F)F)cc1 (centres undefined) returned M4 PAM 11, CRFBP-R2 block -8, GalR3 antagonist -3, CRFBP-R2 agonist -0.2 and IDE act 4.
CC1=Nc2ccccc2/C1=C\c1nc(-c2ccccc2)oc1O was read as M4 PAM 0, pCIP destab -16, PHOSPHO1 block 2, IDE inh 3, CRFBP-R2 block -15, GalR3 antagonist -5, CRFBP-R2 agonist 10.0, IDE act -1 and MEKK3 PB1 HTS 95.
Screening CN(C)c1cccc(NC2=CC(=[N+]3CCOCC3)CC(C)(C)C2)c1 returned M4 PAM -2, pCIP destab -14, PHOSPHO1 block 91*, IDE inh 5, CRFBP-R2 block 12, GalR3 antagonist -4, CRFBP-R2 agonist 2.1, IDE act 4 and MEKK3 PB1 HTS 102.
`O=C(COC(=O)CC(c1ccccc1)c1ccccc1)Nc1ccc(F)c(F)c1` gave pCIP destab 3, PHOSPHO1 block 38, IDE inh -7 and MEKK3 PB1 HTS 105.
COc1ccc(OC)c(CN2CCN(C(=O)c3ccc(S(=O)(=O)N4CCCCCC4)cc3)CC2)c1 was read as M4 PAM 2, CRFBP-R2 block 10, GalR3 antagonist -7 and CRFBP-R2 agonist 2.5.
CCn1ncc(Br)c1C(=O)Nc1nccs1 was read as M4 PAM 6, pCIP destab 0, PHOSPHO1 block -18, IDE inh -8, CRFBP-R2 block 25, GalR3 antagonist -1, CRFBP-R2 agonist -2.0, IDE act 6 and MEKK3 PB1 HTS 103.
Screening O=C(Nc1ccc(Cl)c(Cl)c1)Nc1ccccc1NS(=O)(=O)c1cccs1 returned M4 PAM -9, pCIP destab 2, PHOSPHO1 block -10, IDE inh 2, CRFBP-R2 block -14, GalR3 antagonist -1, CRFBP-R2 agonist 0.9, IDE act 2 and MEKK3 PB1 HTS 90.
`O=C(CSc1nnc(CNC(=O)c2ccc(F)cc2)o1)Nc1nccs1` gave M4 PAM 6, pCIP destab -14, PHOSPHO1 block 53, IDE inh -3, CRFBP-R2 block 6, GalR3 antagonist -1, CRFBP-R2 agonist -0.6, IDE act -4 and MEKK3 PB1 HTS 99.
`CC(CCc1ccccc1)NC(=O)Cn1cccc1C(=O)c1ccccc1` (centres undefined) gave M4 PAM -1, pCIP destab -2, PHOSPHO1 block 53, IDE inh -4, CRFBP-R2 block 7, GalR3 antagonist -6, CRFBP-R2 agonist -1.1, IDE act 0 and MEKK3 PB1 HTS 101.
COC(C[C@@H]1O[C@@H]1[C@H](O)[C@H](C)OCc1ccccc1)OC was read as M4 PAM -1, pCIP destab 0, PHOSPHO1 block 31, CRFBP-R2 block 8, GalR3 antagonist -6, CRFBP-R2 agonist -1.0, IDE act 4 and MEKK3 PB1 HTS 96.
Screening Cc1ccc(C)c(NC(=O)CSc2ccc(S(=O)(=O)N3CCCC3)cn2)c1 returned M4 PAM 0, IDE inh -7, CRFBP-R2 block 1, GalR3 antagonist 4, CRFBP-R2 agonist -5.2 and IDE act 0.
For COc1ccc(Br)cc1CNc1ccc(S(N)(=O)=O)cc1 the results were M4 PAM -5, pCIP destab -2, PHOSPHO1 block 1, IDE inh -4, CRFBP-R2 block 48, GalR3 antagonist -5, CRFBP-R2 agonist -0.2, IDE act 4 and MEKK3 PB1 HTS 101.
CCc1nnc(NC(=O)CCS(=O)(=O)Cc2ccccc2)s1 was read as M4 PAM -3, pCIP destab 0, PHOSPHO1 block 15, IDE inh 5, CRFBP-R2 block 8, GalR3 antagonist -7, CRFBP-R2 agonist -3.1, IDE act 3 and MEKK3 PB1 HTS 96.
`O=C(CN1CCN(c2ccccc2F)CC1)Nc1ccccc1F` gave M4 PAM 24, pCIP destab -13, PHOSPHO1 block 13, IDE inh 0, CRFBP-R2 block 23, GalR3 antagonist 1, CRFBP-R2 agonist -1.3, IDE act 6 and MEKK3 PB1 HTS 104.
Screening CC(=O)N/N=C/C1=CCC2CC1C2(C)C (centres undefined) returned M4 PAM -3, pCIP destab 0, PHOSPHO1 block 0, IDE inh 0, CRFBP-R2 block 22, GalR3 antagonist -2, CRFBP-R2 agonist 0.1, IDE act 3 and MEKK3 PB1 HTS 103.
For Cc1ccc(S(=O)(=O)N2CCN(C(=O)CCOc3cc(C)ccc3C)CC2)cc1 the results were M4 PAM -3, IDE inh 7, CRFBP-R2 block 4, GalR3 antagonist -9, CRFBP-R2 agonist -0.4 and IDE act 0.
Screening O=C(CCN1C(=O)c2ccccc2C1=O)Nc1ccc(-c2cn3ccsc3n2)cc1 returned M4 PAM -9, pCIP destab -7, PHOSPHO1 block 24, IDE inh 0, CRFBP-R2 block -13, GalR3 antagonist 3, CRFBP-R2 agonist -4.1, IDE act -6 and MEKK3 PB1 HTS 102.
Screening Cc1nc2ccccc2c2c1C(=O)NC2=O returned pCIP destab -1, PHOSPHO1 block 37, IDE inh 3 and MEKK3 PB1 HTS 100.
For Cc1ccc(S(=O)(=O)NCC(=O)N2CCCCC2)cc1 the results were M4 PAM 11, pCIP destab -9, PHOSPHO1 block -7, IDE inh -3, CRFBP-R2 block 6, GalR3 antagonist 0, CRFBP-R2 agonist 0.7, IDE act 4 and MEKK3 PB1 HTS 105.
Screening O=C(O)C(Cc1cn[nH]n1)=NO returned M4 PAM 0, pCIP destab 6, PHOSPHO1 block 20, IDE inh 3, CRFBP-R2 block -6, CRFBP-R2 agonist 0.9, IDE act 2 and MEKK3 PB1 HTS 100.
`CCc1cc2c(NCCN3CCCCC3)ncnc2s1` gave M4 PAM -3, pCIP destab 1, PHOSPHO1 block 19, IDE inh 0, CRFBP-R2 block 10, GalR3 antagonist 0, CRFBP-R2 agonist 0.3, IDE act 4 and MEKK3 PB1 HTS 116.

Bioassay records: PubChem BioAssay, several laboratories
